# NRP1-CendR mod: NRP-1/CendR interaction modulation | O14786 | FAM-RPARPAR peptide binding to NRP-1, fluorescence polarization | inhibition, % at 25 µM | hit rate 0.85% among 360,000 | AID 602438;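 active means inhibition or corrected inhibition above about 18%, plus a signal ratio from 0.5 to 1.5, limit read from the data, passing the limit was not always enough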; further: strong numbers were not always called active
# eLon inh: E. coli protease La inhibition; P0A9M0; purified E. coli Lon protease, fluorescence polarization; inhibition, % at 7.94 µM; hit rate 0.42% among 360,000; in the data active means inhibition above about 13%, passing the limit was not always enough;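 further: 0% = enzyme with probe and DMSO and 100% = no enzyme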
# MsrA inhibitor: bovine MsrA inhibition | purified bovine MsrA, absorbance read-out | inhibition, % at 15.5 µM | hit rate 0.75% among 360,000 | AID 651718; in the data active means inhibition above about 4.5%;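 further: 0% = vehicle wells with enzyme and 100% = reference inhibitor wells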
# PABP1 MLLE inh: blocks PAM2 peptide binding to the PABP1 MLLE domain; P11940; GST-MLLE / FITC-PAM2 fluorescence polarization; hit rate 0.36% among 360,000; inhibition, % at 20 µM; AID 588489; in the data active means inhibition above about 35%, passing the limit was not always enough;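 further: plate controls were DMSO wells with GST-MLLE for no effect and wells lacking GST-MLLE protein for full effect; some results filed as inactive read as strong as hits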
# Target sequence (P11940 whole entry, looked up, the tested form may be a part): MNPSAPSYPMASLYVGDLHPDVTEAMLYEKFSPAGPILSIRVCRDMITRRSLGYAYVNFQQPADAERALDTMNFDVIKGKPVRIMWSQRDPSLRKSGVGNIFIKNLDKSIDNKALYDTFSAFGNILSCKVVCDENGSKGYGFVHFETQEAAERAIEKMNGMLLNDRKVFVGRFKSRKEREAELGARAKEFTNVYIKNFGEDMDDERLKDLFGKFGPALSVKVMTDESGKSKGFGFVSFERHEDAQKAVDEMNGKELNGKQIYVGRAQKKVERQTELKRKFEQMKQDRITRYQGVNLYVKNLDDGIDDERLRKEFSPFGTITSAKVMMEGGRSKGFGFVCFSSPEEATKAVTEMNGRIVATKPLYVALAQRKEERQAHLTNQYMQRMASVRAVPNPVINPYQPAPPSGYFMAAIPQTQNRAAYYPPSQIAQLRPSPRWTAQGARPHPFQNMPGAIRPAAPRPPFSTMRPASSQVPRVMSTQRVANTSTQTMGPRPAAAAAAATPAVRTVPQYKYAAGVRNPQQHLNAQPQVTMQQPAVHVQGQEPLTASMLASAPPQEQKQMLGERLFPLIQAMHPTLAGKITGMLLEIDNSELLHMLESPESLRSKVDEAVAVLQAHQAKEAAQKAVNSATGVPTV
# bovine MsrA act: activators of bovine methionine sulfoxide reductase A. purified bovine MsrA, absorbance read-out. activation, % at 10.6 µM. hit rate 0.3% among 360,000. AID 602163; in the data active means activation above about 7.5%;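 further: 0% = vehicle and 100% = reference activator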
# SKN-1 inh: blocks SKN-1 activity in C. elegans; hit rate 0.49% among 360,000; C. elegans VP596 Pgst-4::GFP/RFP ratio, acrylamide-induced, 24 h; inhibition, % at 21.8 µM;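 active means interference check ratio from 0.5 to 1.5 plus GFP to RFP signal ratio inhibition reaching or exceeding a fixed threshold, cut at about 30% in these data, passing the limit was not always enough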; further: some compounds called inactive have numbers as strong as hits
# MT1-MMP act inh: blocks activation of human MT1-MMP. GFP/RFP ratio change, % at 20 µM. P50281. hit rate 0.061% among 360,000. HT1080 RFP-PRO-GFP cells, GFP/RFP ratio fluorescence, overnight; percent of plate control window, DMSO zero;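 active means GFP/RFP ratio change of at least 30% with cell ATP level not reduced by more than half and red fluorescence within 50% of control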; further: strong numbers were not always called active
#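 system = RFP-PRO-GFP reporter HT1080 cells | dosing = 20 µM single dose, 1% DMSO | timing = overnight cell settling, then overnight compound exposure, 37 °C, 5% CO2 | read-out basis = GFP/RFP fluorescence ratio | controls = DMSO and RFP-L50D-GFP cell wells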
# FAS TE block: inhibitors of human fatty acid synthase thioesterase domain. P49327. AID 602261. inhibition, % at 15 µM. hit rate 0.67% among 360,000. recombinant FAS-TE, OMFH fluorogenic substrate, fluorescence endpoint;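 active means compounds whose normalised, plate-corrected inhibition of enzyme fluorescence in the single-dose primary screen is 50% or more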;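 further: 0% = DMSO with enzyme and 100% = substrate without enzyme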
# Tb MetRS inh: Trypanosoma brucei MetRS inhibition; purified T. brucei MetRS, ATP depletion, Kinase-Glo luminescence; hit rate 0.4% among 360,000; inhibition, % at 11.9 µM;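 active means inhibition above a per-plate cutoff of the control wells' mean inhibition plus 3 SD, cut at about 5.5% in these data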;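 further: 0% = DMSO wells median and 100% = median of wells with control inhibitor compound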
#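 Dosing: 11.9 µM single point; system: parasite MetRS enzyme; technique: luminescence of leftover ATP; times: 15 min enzyme-compound preincubation, 2 h reaction, 10 min detection, 25 °C; replicates: each compound tested once; read-out basis: percent inhibition relative to median high and low control wells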
# Numbers without * were called inactive; / = not tested or not shown.
mol	NRP1-CendR mod	eLon inh	MsrA inhibitor	PABP1 MLLE inh	bovine MsrA act	SKN-1 inh	MT1-MMP act inh	FAS TE block	Tb MetRS inh
O=C(NCCO)c1nc(C(=O)c2ccc(Cl)cc2)c2ccccc2n1	1.0	-3.5	-1.3	7.6	0.0	-3.2	3.3	-6.8	-0.2
O=[N+]([O-])c1ccc(N2CCN(c3ccc(Cl)nn3)CC2)c(Cl)c1	-3.4	2.3	1.1	-0.7	-2.0	-5.8	7.8	0.5	0.9
O=C(CN1C(=O)NC2(CCCCCC2)C1=O)NCCc1ccc(F)cc1	-0.3	-9.8	0.5	10.3	-5.0	-6.1	-0.8	-5.4	-0.3
CCOC(=O)C1=C(C)NC2=C(C(=O)CC(C)(C)C2)C1c1ccc(N(C)C)cc1 (stereo not drawn)	8.5	4.2	0.1	3.9	1.0	-2.6	-3.8	-4.0	-0.2
CCN(CC(=O)Nc1ccc(NC(C)=O)cc1)C(=O)/C=C/c1c(C)nn(-c2ccc(F)cc2)c1C	7.6	-12.9	0.1	-17.6	-2.0	15.1	0.2	-0.4	0.1
COc1ccc(Br)cc1/C=N/NC(=O)CN1CCCCC1	8.7	4.5	0.5	-6.8	-1.6	5.9	3.6	-2.4	0.3
COc1cc(-c2cnc3c(NC=O)cc(-c4ccc(S(C)(=O)=O)cc4)cn23)cc(OC)c1OC	-10.5	1.5	1.0	-8.1	-2.4	22.6	1.2	7.3	-0.2
O=C(CSc1nnnn1C1CC1)N1CCN(Cc2ccccc2F)CC1	-8.5	-8.5	0.6	28.4	-1.9	5.4	-0.7	-1.3	-0.1
CN1CCN(C(=S)c2ccc(-c3cccc(Cl)c3Cl)o2)CC1	-19.9	10.8	0.1	16.6	-0.8	-1.9	0.4	13.3	-0.4
O=C(Nc1cccc(C(=O)NC2CC2)c1)c1ccc(Cl)c(S(=O)(=O)N2CCOCC2)c1	3.0	-7.8	0.2	-19.3	-3.1	-3.3	0.7	-4.6	-0.4
CC(=O)Nc1ccc(/C=N/Nc2nc3ccccc3[nH]2)cc1	13.3	3.0	8.2*	-73.0	-6.4	9.5	-3.8	-2.7	3.3
CCOc1ccc(N(CC(=O)Nc2cc(C)cc(C)c2)S(C)(=O)=O)cc1	13.4	-5.8	1.0	-2.4	-0.7	-12.3	-2.0	4.7	-0.8
Cc1ccc(NC(=O)CC(=O)c2ccc([N+](=O)[O-])cc2)cc1S(=O)(=O)Nc1cccc(Cl)c1	-11.8	-5.6	0.4	13.8	-10.4	-0.3	0.5	40.1	-0.2
CC(C)(C)c1ccc(OC(=O)N2CCOCC2)cc1	13.4	-4.5	1.5	-0.6	-8.4	-7.1	3.5	-4.1	-0.8
O=C(c1ccc2c(c1)N(Cc1ccccc1)C(=O)CS2)N1CCOCC1	10.4	-10.8	0.1	-3.4	-10.9	0.5	1.2	-6.8	-1.1
Cc1ccc(S(=O)(=O)N2CCN(C(=O)CN3CCc4ccccc4C3)CC2)cc1	-8.5	-7.7	-0.1	1.7	3.0	-10.7	-5.2	16.9	0.2
CCOC(=O)C1=C(CS(=O)(=O)c2ccc(C)cc2)NC(=O)NC1c1ccc(O)c(OC)c1 (stereo not drawn)	-2.3	6.2	-0.7	-3.8	-0.9	-7.1	7.1	-6.6	-0.5
CC(C)(C)CC(=O)Nc1cc(S(=O)(=O)N2CCCCCC2)ccc1Cl	20.3	-2.2	0.3	-12.6	-6.5	-1.0	5.7	12.7	-1.3
Cc1cc(C)c(S(=O)(=O)N2CCCOC2CNC(=O)C(=O)NCc2cccs2)c(C)c1 (stereo not drawn)	-0.2	-6.0	-0.2	-0.5	-2.4	-13.9	3.4	-5.8	-0.1
O=[N+]([O-])c1ccccc1/C=N\N1CCN(c2ccccc2)CC1	5.7	-5.8	0.0	10.0	-2.9	3.0	2.7	16.9	-0.6
COc1ccc(NC(=S)NC(=O)/C=C/c2ccc(F)cc2)cc1	-3.9	-7.8	-1.5	26.0	-2.7	-5.9	-0.6	-2.6	-0.1
Cc1cc(NC(=O)CCC(=O)N(CCC(C)C)C(C(=O)NCC2CCCO2)c2ccccc2C)no1 (stereo not drawn)	4.5	-2.5	0.9	21.9	1.2	12.5	-0.4	0.4	-0.5
COc1cc(C(=O)OC(C)C(=O)N2CCCC2)cc2c1OCCO2 (stereo not drawn)	-4.4	5.1	-0.2	-0.3	-9.6	0.3	2.5	-5.0	-0.4
CCS(=O)(=O)N1CCC(C(=O)NCCCN2CCCCCC2)CC1	8.2	-1.7	-0.3	-10.4	-5.8	-8.2	-3.0	-10.4	-1.5
ON=C1c2ccccc2-c2ccc(O)cc21	-4.8	0.4	0.7	5.3	0.6	12.4	-0.7	-13.0	0.0
O=C(CN1CCN(c2ccc(O)cc2)CC1)N1CCc2ccccc21	-0.2	-11.0	-0.5	8.2	-4.5	7.2	-5.9	-4.2	-0.1
O=C(c1ccc2ncsc2c1)N1CCCCC1	10.6	-6.9	0.1	19.9	-1.6	10.0	-2.8	-6.8	-0.2
CC(C)NC(=O)C1C(c2ccccc2)=Nc2ccccc2N1C(=O)c1cc(Cl)cc(Cl)c1 (stereo not drawn)	9.2	/	0.8	/	/	7.3	-18.6	/	-0.1
COc1ccccc1CNC(=O)CSc1nc2ccccc2c(=O)n1CCCN1CCOCC1	-7.0	-2.6	0.1	9.2	-7.9	-8.9	-1.4	-11.2	-0.9
Cc1cc(O)ccc1Nc1nc(-c2cccs2)cs1	-11.5	-3.9	-1.4	14.0	-10.1	6.0	3.9	0.9	-2.0
COC(=O)c1ccc(C(=O)OC)c(NC(=S)N2CCC(C(N)=O)CC2)c1	5.2	-5.2	0.8	7.2	-6.6	-6.4	-0.7	-2.5	-0.9
CC(C)(C)[C@@H]1C=C(C(=O)Nc2ccccc2)O[C@H](OCc2ccc(CO)cc2)C1	-3.7	8.4	-0.5	3.9	-1.5	8.9	2.7	12.5	-0.3
CCCCCC1CC(=O)C=C(C)C1C(=O)OC (stereo not drawn)	-4.3	12.4	0.8	-13.6	-1.4	-1.1	0.6	-1.5	0.2
CN(C)Cc1ccccc1C(O)(c1ccccc1)c1ccccc1	-3.9	-7.4	-0.2	-1.3	0.6	-1.4	-1.2	12.3	0.2
CCOCCc1nnc(NC(=O)COC)s1	4.4	-6.6	0.8	14.1	-0.9	17.7	0.5	-3.1	-0.2
COC(=O)c1ccc(COc2ccc(F)cc2)o1	9.0	-1.2	-0.4	1.2	-2.5	1.8	-3.2	-1.2	-0.4
CCOc1ccccc1-c1ccc2nccn2c1	-12.1	-5.4	0.8	-65.0	0.3	23.5	-3.9	-7.1	-0.5
O=C(N/N=C\c1cccs1)c1ccccc1-n1cccc1	-3.4	1.7	0.8	-8.0	-7.7	1.6	-1.6	-5.5	-0.3
CN(C)c1ccc(CNC(=O)CCc2ccc(S(=O)(=O)N3CCCCCC3)cc2)cc1	-0.3	-8.6	-1.0	9.1	-5.2	-1.5	5.7	7.4	0.1
C=CCn1c(SCc2cccc(F)c2)nc2cc(C(=O)N3CCC(C(N)=O)CC3)ccc2c1=O	-1.7	4.8	-1.4	14.3	-13.9	-10.7	8.4	-0.2	-0.1
c1ccc2c(Nc3nnc(-c4ccncc4)s3)cccc2c1	3.6	-4.4	2.8	-14.5	-1.0	12.3	-0.9	1.9	-0.3
CCN(CC)c1ccc(N=CN2CCOCC2)cc1	-2.8	5.3	-1.0	-12.0	-4.6	-10.2	1.1	-4.9	-0.7
COc1ccccc1N1CCN(/N=C\c2ccccc2)CC1	2.8	-10.4	-0.9	12.7	-1.3	2.9	5.0	10.2	0.0
CC(C)(C)n1nnnc1C(c1cccs1)N(Cc1ccccc1)Cc1ccco1 (stereo not drawn)	-8.9	2.2	1.4	-2.5	1.9	6.6	-1.6	12.9	-0.1
O=C(c1cccc(Cl)c1)N1CCC2CC1c1cc(N3CCOCC3)ccc12 (stereo not drawn)	10.0	-1.6	0.6	-5.6	-3.0	-11.4	2.0	-5.2	-1.1
CCCS(=O)(=O)NC(=O)C1(C)CCN(C(=O)c2cc(C)n(C(C)(C)C)n2)C1 (stereo not drawn)	1.4	-20.6	0.4	4.0	-0.2	8.0	0.4	-5.3	0.1
CCc1ccccc1N(C(C)=O)c1nc(CCl)cs1	-3.4	6.3	1.0	22.6	-3.6	-1.8	-5.1	-1.5	0.3
Cc1ccc(NC(=O)Cc2c(Cl)cccc2Cl)cc1S(=O)(=O)N(C)C	-0.8	-6.7	0.4	-9.6	-4.5	5.1	0.9	12.1	-0.1
CC(C)(C)NC(=O)C(=O)NNC(=O)C12CC3CC(CC(C3)C1)C2	-4.7	-14.9	0.8	0.8	-2.7	-1.4	2.2	-6.1	-0.8
CCOC(=O)N1CCN(C(=O)C2CCN(S(=O)(=O)c3ccc(NC(C)=O)cc3)CC2)CC1	4.8	-7.8	0.1	3.9	-1.3	23.1	0.4	-2.9	-0.4
CC(C)N1CCc2c(sc(NC(=O)c3ccc(S(=O)(=O)N(C)CC4CCCO4)cc3)c2C(N)=O)C1 (stereo not drawn)	-8.4	-0.5	1.8	-36.5	-3.7	-1.3	-17.4	-5.2	0.1
CCOc1cc(C)c(Cl)cc1S(=O)(=O)NCCOC	-8.7	-6.0	-0.9	1.7	-4.3	-8.1	3.6	-7.2	-0.5
O=C(CSc1nnc(NC(=O)c2c(F)cccc2F)s1)NC1CC1	-4.0	-7.2	-0.6	4.8	-0.7	-1.2	0.5	3.4	-0.5
CCOC(=O)C1=C(C)NC2=C(C(=O)C(C(=O)OC)C(C)C2)C1c1ccc(OC)c(O)c1 (stereo not drawn)	-10.0	2.9	0.9	-6.0	1.2	2.9	0.6	-5.3	-0.5
Cc1c(NC(=O)C(=O)/C=C(\O)c2ccc(Cl)cc2)c(=O)n(-c2ccccc2)n1C	-29.0	1.5	1.4	-34.7	-10.1	-5.6	1.6	6.5	-0.3
Cc1ccc2c(c1)[C@H]1[C@H](CO2)[C@H](c2ccccc2)[C@]2(C)C(=O)Nc3cc(Cl)ccc3C(=O)N12	0.3	10.2	/	-5.4	-2.4	-11.0	-29.5	93.0*	0.3

# Carrying on.
mol	NRP1-CendR mod	eLon inh	MsrA inhibitor	PABP1 MLLE inh	bovine MsrA act	SKN-1 inh	MT1-MMP act inh	FAS TE block	Tb MetRS inh
COc1ccccc1CCNC(=O)CSCC(=O)Nc1ccccc1F	-1.2	0.9	0.9	8.0	-9.1	-10.9	-5.6	-10.5	-0.2
O=C1CC(N(CCc2ccccc2)C(=S)Nc2ccccc2)C(=O)N1c1ccccc1 (stereo not drawn)	-2.2	6.7	0.2	-16.6	-1.7	1.8	-2.2	28.9	30.9*
Cc1cc(Br)ccc1SCC(=O)NNC(=O)c1ccco1	1.2	-1.9	0.7	4.8	-2.9	4.7	-1.2	-5.2	-0.3
COc1cccc(CN2CCN(Cc3ccc(C)o3)CC2CCO)c1 (stereo not drawn)	3.8	4.6	1.7	-3.3	-3.0	6.4	-0.4	-2.0	0.1

# Three structures already listed, ordered by molar mass, highest first:
mol	NRP1-CendR mod	eLon inh	MsrA inhibitor	PABP1 MLLE inh	bovine MsrA act	SKN-1 inh	MT1-MMP act inh	FAS TE block	Tb MetRS inh
Cc1c(NC(=O)C(=O)/C=C(\O)c2ccc(Cl)cc2)c(=O)n(-c2ccccc2)n1C	-29.0	1.5	1.4	-34.7	-10.1	-5.6	1.6	6.5	-0.3
COC(=O)c1ccc(C(=O)OC)c(NC(=S)N2CCC(C(N)=O)CC2)c1	5.2	-5.2	0.8	7.2	-6.6	-6.4	-0.7	-2.5	-0.9
CN(C)Cc1ccccc1C(O)(c1ccccc1)c1ccccc1	-3.9	-7.4	-0.2	-1.3	0.6	-1.4	-1.2	12.3	0.2
